aGal spleen mod – qHTS Assay for Inhibitors and Activators of Human alpha-Galactosidase From Spleen Homogenate; 240,000 compounds, 0.008% hits; human spleen homogenate, 4MU-alpha-Gal fluorescence, 40 min; Potency, µM (titrated, usually from 80 µM), for inactives: at the highest dose activity change, negative = inhibition, actives largely listed as inhibitors; AID 2107, 2009; Alpha-galactosidase A (Homo sapiens), P06280;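 note: 0% = enzyme with vehicle and -100% = no enzyme basal signal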
Target sequence (P06280 32-429 limits assumed): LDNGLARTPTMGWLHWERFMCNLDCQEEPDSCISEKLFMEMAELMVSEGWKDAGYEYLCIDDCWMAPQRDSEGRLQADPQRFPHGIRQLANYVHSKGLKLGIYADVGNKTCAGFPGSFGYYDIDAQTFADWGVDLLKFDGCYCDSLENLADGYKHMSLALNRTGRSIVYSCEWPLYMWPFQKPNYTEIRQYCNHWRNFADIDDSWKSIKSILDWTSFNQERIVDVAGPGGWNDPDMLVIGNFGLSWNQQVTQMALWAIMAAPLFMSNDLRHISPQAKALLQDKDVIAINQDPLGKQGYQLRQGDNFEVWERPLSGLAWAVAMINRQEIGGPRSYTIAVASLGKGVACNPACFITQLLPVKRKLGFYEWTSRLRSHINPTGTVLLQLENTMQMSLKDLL
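Inhibition or activation of alpha-galactosidase in human spleen homogenate is scored by 4-MU fluorescence after 40 min at 37C, pH 5.0, with 1 mM substrate. AC50s come from concentration-response fitted to the Hill equation.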
GAA glycogen mod – qHTS Assay for Inhibitors and Activators of Human alpha-Glucosidase Cleavage of Glycogen; 300,000 compounds, 0.38% hits; recombinant GAA, glycogen substrate, Amplex Red glucose oxidase fluorescence; Lysosomal alpha-glucosidase (Homo sapiens), P10253; Potency, µM (titrated, usually from 76.4 µM), for inactives: top-dose activity change, negative = inhibition, most hits filed as inhibitors;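 note: 0% = full enzyme reaction and -100% = no-enzyme basal signal; the screen sought inhibitors and activators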
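Natural-substrate format: glycogen cleavage by 4 nM human enzyme, glucose read by Amplex Red coupling (Ex 573, Em 610 nm). Normalized to enzyme and no-enzyme controls.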
Tau ThT inhib – qHTS for Inhibitors of Tau Fibril Formation, Thioflavin T Binding | Microtubule-associated protein tau (Homo sapiens), P10636 | recombinant tau K18 P301L, heparin-induced fibrillization, ThT fluorescence | Potency, µM (titrated, usually from 57.4 µM), without a hit: top-dose activity, negative = inhibition, hits mostly inhibitors | 270,000 compounds, 2.1% hits | AID 1460, 2008; note: % is set by controls: 0 for no effect and ±100 for the full control effect; nearly all actives have a fitted effect of over 55% in size
Target sequence (P10636 561-689 P618L limits assumed): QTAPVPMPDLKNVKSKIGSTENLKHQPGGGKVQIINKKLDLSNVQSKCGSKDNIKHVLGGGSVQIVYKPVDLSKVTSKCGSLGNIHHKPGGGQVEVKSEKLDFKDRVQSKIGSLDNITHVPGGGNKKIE
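Fibril formation assay: tau K18 P301L at 15 uM with trace Alexa 594 label, heparin inducer 20 uM, pH 7 sodium acetate buffer, 37 C for 6 hr; endpoint ThT signal.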
aGlu spleen mod – qHTS Assay for Inhibitors and Activators of Human alpha-Glucosidase From Spleen Homogenate | 240,000 compounds, 0.006% hits | Lysosomal alpha-glucosidase (Homo sapiens), P10253 | human spleen homogenate, 4-MU-alpha-glucoside fluorescence | Potency, µM (series often up to 79.9 µM), for inactives: at the top dose activity change, negative = inhibition, usual class: inhibitors;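 note: 0% = enzyme with vehicle and -100% = no enzyme basal signal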
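Compounds were titrated against alpha-glucosidase in spleen homogenate at pH 5.0, with 1 mM 4-methylumbelliferyl substrate for 40 min at 37 C. Reactions were quenched with pH 10 NaOH/glycine and fluorescence measured.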
Tau FP inhib – qHTS for Inhibitors of Tau Fibril Formation, Fluorescence Polarization; Microtubule-associated protein tau (Homo sapiens), P10636; K18 P301L tau heparin fibrillization, Alexa594 FP, 6 h; AID 1468, 2008; 280,000 compounds, 0.39% hits; Potency, µM (doses to about 57.7 µM), for the others: at the top dose activity, negative = inhibition, usual class: inhibitors; note: % is set by controls: 0 for no effect and ±100 for the full control effect; nearly all actives have a fitted effect of over 55% in size
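Heparin (20 uM) drove fibril formation of recombinant tau K18 P301L, 15 uM unlabeled with 0.24 uM Alexa 594 label, for 6 hr at 37 C in 100 mM sodium acetate pH 7. Fluorescence polarization (555/632 nm) read 1 hr after 30 uM ThT.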
GAA inh – qHTS Assay for Inhibitors of Human alpha-Glucosidase as a Potential Chaperone Treatment of Pompe Disease. Lysosomal alpha-glucosidase (Homo sapiens), P10253. purified human GAA, 4-MU-alpha-glucoside fluorescence. Potency, µM (top dose mostly 76.9 µM), for inactives: at the highest dose activity change, negative = inhibition, actives largely listed as inhibitors. 200,000 compounds, 0.005% hits;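 note: plate controls were uninhibited enzyme wells for no effect and no-enzyme background for full effect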
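Compounds are titrated up to 77 uM against 4 nM human enzyme. Substrate 4-methylumbelliferyl-alpha-D-pyranoside (400 uM) reacts 20 min at room temperature in pH 5.0 buffer; liberated 4-methylumbelliferone is read at 440 nm.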
HTT cytoprotect – qHTS Multiplex Assay to Identify Dual Action Probes in a Cell Model of Huntington: Cytoprotection (ATP). AID 1471, 2008. Potency, µM (highest dose often 56.4 µM), inactives show cytoprotection (ATP increase), actives largely listed as activators. PC12 HTT-Q103 induced, cytoprotection, ATP luminescence, 40 h. 230,000 compounds, 0.14% hits;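 note: % of control where 0% means no effect; nearly all actives have a fitted effect of over 45% in size; toxic huntingtin expression switched on by the ecdysone agonist tebufenozide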
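PC12 cells with ecdysone-inducible HTT exon 1 Q103-GFP, induced with 100 nM tebufenozide and co-treated with library compounds in a dose series (1536-well, 1500 cells/well). Cytoprotection read as ATP content by ATPlite luminescence.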
Tau fluor counter – Counterscreen qHTS for Inhibitors of Tau Fibril Formation, Fluorescence Polarization | Potency, µM (titrated, usually from 57.7 µM), for the others: at the highest dose activity change, negative = decrease | tau K18 P301L (four-repeat tau fragment) Alexa594 fluorescence, heparin fibrillization | 280,000 compounds, 0.93% hits; note: % is set by controls: 0 for no effect and ±100 for the full control effect; nearly all actives have a fitted effect of over 55% in size
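Human K18 P301L tau (15 uM unlabeled plus 0.24 uM Alexa 594-labeled, final) in 100 mM sodium acetate pH 7 was mixed with compound and 20 uM heparin and incubated 6 hr at 37 C.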
The depositor's hits bear a star; & = joins results of further samples; [ ] = remark or other dose. Calls come from the whole dose curve; as a rule, active = well fitted curve in the direction sought with a large enough effect; inconclusive = small, poorly fitted or top-dose-only effect, or another doubt; inactive = no such curve, though single readings can be large; an effect the other way counts as inactive or inconclusive. Potency is the fitted concentration of half-maximal effect.

For COc1cccc(C2=NN(S(C)(=O)=O)C(c3cccs3)C2)c1 (configuration not stated) the results were aGal spleen mod 1%, GAA glycogen mod -12%, Tau ThT inhib -5%, aGlu spleen mod 0%, Tau FP inhib -1%, GAA inh -3%, HTT cytoprotect -9% and Tau fluor counter -5%.
CCCCn1c(SCC(=O)N2CCCC2)nc2c1c(=O)n(C)c(=O)n2C was read as aGal spleen mod 8%, GAA glycogen mod 2%, Tau ThT inhib 1%, aGlu spleen mod -1%, Tau FP inhib 12%, GAA inh -4%, HTT cytoprotect -11% and Tau fluor counter 10%.
Cc1c(NC(=O)C(C)OC(=O)CNC(=O)c2ccc(C(C)(C)C)cc2)c(=O)n(-c2ccccc2)n1C (configuration not stated) was read as aGal spleen mod 5%, GAA glycogen mod -1%, Tau ThT inhib -12%, aGlu spleen mod -18%, Tau FP inhib 5%, GAA inh -3%, HTT cytoprotect 17%[10 µM] and Tau fluor counter -4%.
Cc1c(NC(=O)C(C)OC(=O)c2cccc([N+](=O)[O-])c2)c(=O)n(-c2ccccc2)n1C (configuration not stated) was read as aGal spleen mod -15%, GAA glycogen mod 5%, Tau ThT inhib -2%, Tau FP inhib inconclusive, GAA inh -6%, HTT cytoprotect -6% and Tau fluor counter 0%.
For COc1cc2c(cc1OC)C1(CCCC1)CNC2c1cccc([N+](=O)[O-])c1 (configuration not stated) the results were aGal spleen mod 11%, GAA glycogen mod 6%, Tau ThT inhib -14%, aGlu spleen mod 6%, Tau FP inhib 8%, GAA inh 2%[15.4 µM], HTT cytoprotect -47%[inhibitor] and Tau fluor counter 2%.
Screening COc1ccc(Cc2nc(-c3ccc(Br)cc3)no2)cc1 returned aGal spleen mod -9%, GAA glycogen mod -2%, Tau ThT inhib -14%, aGlu spleen mod -8%, Tau FP inhib 5%, GAA inh -1%[15.4 µM], HTT cytoprotect 22%[10 µM] and Tau fluor counter -16%.
`Cc1nc2sccn2c(=O)c1S(=O)(=O)NCc1ccccc1` gave GAA glycogen mod 18%&-2%[76.3 µM], Tau ThT inhib -11%, Tau FP inhib 0% and Tau fluor counter -13%.
Screening CC(C)NS(=O)(=O)c1ccc(OCC(=O)Nc2ccc3c(c2)OCO3)c(Cl)c1 returned aGal spleen mod -18%, GAA glycogen mod 2%, Tau ThT inhib -23%, aGlu spleen mod -10%, Tau FP inhib 9%, GAA inh 0%, HTT cytoprotect 15%[10 µM] and Tau fluor counter inconclusive.
`CC(C)(C)N(NC(=O)Nc1ccc(F)cc1)C(=O)c1ccccc1` gave aGal spleen mod -17%, GAA glycogen mod 8%, Tau ThT inhib 3%, aGlu spleen mod -6%, Tau FP inhib 3%, GAA inh -8%, HTT cytoprotect 1%[10 µM] and Tau fluor counter -1%.
`O=C(Cc1cccc(C(F)(F)F)c1)NCc1cccc(Cl)c1` gave aGal spleen mod -1%, GAA glycogen mod 4%, Tau ThT inhib -4%, aGlu spleen mod -2%, Tau FP inhib -5%, GAA inh -8%, HTT cytoprotect 0%[10 µM] and Tau fluor counter -23%.
For CC(=O)Nc1ccc(C(=O)OCC(=O)/C(C#N)=C(\C)N)cc1 the results were aGal spleen mod -5%, GAA glycogen mod 1%, Tau ThT inhib 0%, aGlu spleen mod 4%, Tau FP inhib 9%, GAA inh -1%, HTT cytoprotect 9% and Tau fluor counter -1%.
COc1ccc(Nc2ccncc2[N+](=O)[O-])cc1 was read as aGal spleen mod -1%, GAA glycogen mod inconclusive, Tau ThT inhib -20%, aGlu spleen mod 1%, Tau FP inhib -1%, GAA inh -3%, HTT cytoprotect 3% and Tau fluor counter -14%.
Screening O=C(CSc1ccccn1)N1CCN(c2cccc(Cl)c2)CC1 returned aGal spleen mod 0%, GAA glycogen mod -5%, Tau ThT inhib inconclusive, aGlu spleen mod 0%, Tau FP inhib 0%, GAA inh inconclusive, HTT cytoprotect 17% and Tau fluor counter -16%.
Screening COc1ccc(CN2CCN(C(=O)C3CCC(CNS(=O)(=O)c4ccccc4)CC3)CC2)c(OC)c1OC (configuration not stated) returned aGal spleen mod 7%, GAA glycogen mod 8%, Tau ThT inhib 2%, aGlu spleen mod 6%, Tau FP inhib 11%, GAA inh -3% and Tau fluor counter 1%.
Screening CCOC(=O)c1c(-c2ccc(F)cc2)csc1NC(=O)CN1C(=O)NC2(CCCCC2C)C1=O (configuration not stated) returned aGal spleen mod 4%, GAA glycogen mod 1%, Tau ThT inhib -4%, aGlu spleen mod 3%, Tau FP inhib 5%, GAA inh -7%, HTT cytoprotect 11%[10 µM] and Tau fluor counter -2%.
`O=C1c2[nH]nc(-c3ccccc3O)c2C(c2ccc(F)cc2)N1CC1CCCO1` (configuration not stated) gave aGal spleen mod -9%, GAA glycogen mod 2%, Tau ThT inhib -12%, aGlu spleen mod 5%, Tau FP inhib 14%, GAA inh 7%, HTT cytoprotect 14%[0.074 µM] and Tau fluor counter -21%.
`Cc1cc(NC(=O)c2ccc(COc3ccccc3Cl)o2)no1` gave aGal spleen mod 2%, GAA glycogen mod -19%, Tau ThT inhib -9%, aGlu spleen mod 2%, Tau FP inhib -4%, GAA inh inconclusive, HTT cytoprotect -34% and Tau fluor counter -15%.
For Cc1c(C(=O)Nc2cc(S(=O)(=O)N3CCOCC3)ccc2N2CCOCC2)oc2ccccc12 the results were aGal spleen mod 4%, GAA glycogen mod -19%, Tau ThT inhib -1%, aGlu spleen mod -4%, Tau FP inhib 8%, GAA inh -9%, HTT cytoprotect 15%[10 µM] and Tau fluor counter -14%.
Screening CC12CCC(C(=O)NNc3ccccc3)(C(=O)C1=O)C2(C)C (configuration not stated) returned aGal spleen mod 8%, GAA glycogen mod inconclusive, Tau ThT inhib -15%, aGlu spleen mod -16%, Tau FP inhib -1%, GAA inh 1%[15.4 µM], HTT cytoprotect -9%[10 µM] and Tau fluor counter -5%.
`COc1cccc(-c2nc(CS(=O)(=O)CC(=O)NCCCN3CCc4ccccc4C3)c(C)o2)c1` gave aGal spleen mod 0%, GAA glycogen mod 3%, Tau ThT inhib -12%, aGlu spleen mod -5%, Tau FP inhib -4%, GAA inh -2%, HTT cytoprotect -19% and Tau fluor counter -6%.
Screening CCCOc1ccc(Oc2nc(NCC(C)C)nc(N(C)C)n2)nn1 returned GAA glycogen mod -4%[76.3 µM], Tau ThT inhib -2%, Tau FP inhib -1% and Tau fluor counter -5%.
CCCCNc1nc(N(C)c2ccccc2)nc(-n2ccnc2)n1 was read as aGal spleen mod -6%, GAA glycogen mod -3%, Tau ThT inhib inconclusive, aGlu spleen mod 0%, Tau FP inhib -5%, GAA inh -7%, HTT cytoprotect -75%[inhibitor] and Tau fluor counter -19%.
`CCN(/C=N/c1sc2c(c1C#N)CCCCC2)CC` gave aGal spleen mod 2%, GAA glycogen mod -3%, Tau ThT inhib inconclusive, aGlu spleen mod -18%, Tau FP inhib inconclusive, GAA inh -5%, HTT cytoprotect -7% and Tau fluor counter -22%.
COC(=O)c1cc(Br)c(=O)n(-c2cccc(F)c2)c1 was read as aGal spleen mod -24%, GAA glycogen mod 29%, Tau ThT inhib 1%, aGlu spleen mod -21%, Tau FP inhib 0%, GAA inh 2%, HTT cytoprotect -8% and Tau fluor counter 2%.
For O=c1c(O)c(-c2ccc3c(c2)OCO3)oc2ccccc12 the results were aGal spleen mod -1%, GAA glycogen mod 5%, Tau ThT inhib inconclusive, aGlu spleen mod 1%, Tau FP inhib 1%, GAA inh -5%, HTT cytoprotect -21%[10 µM] and Tau fluor counter -18%.
Screening CSc1ccc(OC2CCN(Cc3ccccc3)CC2)cc1 returned aGal spleen mod -2%, GAA glycogen mod 5%, Tau ThT inhib -16%, aGlu spleen mod 1%, Tau FP inhib 5%, GAA inh inconclusive and Tau fluor counter -11%.
Screening O=c1cc(-c2ccccc2)c2cc(Cl)c(O)c(CN3CCOCC3)c2o1 returned aGal spleen mod 3%, GAA glycogen mod 2%, Tau ThT inhib -9%, aGlu spleen mod -10%, Tau FP inhib 3%, HTT cytoprotect -69%[inhibitor][10 µM] and Tau fluor counter -6%.
`O=C(CCCN1C(=O)/C(=C/c2ccccc2Cl)SC1=S)NNC(=O)c1ccc(Cl)cc1` gave aGal spleen mod 4%, GAA glycogen mod 6%, Tau ThT inhib -7%, aGlu spleen mod -13%, Tau FP inhib -8%, HTT cytoprotect 8%[10 µM] and Tau fluor counter -13%.
For COc1ccc(Cl)c(S(=O)(=O)N2CCCC2)c1 the results were aGal spleen mod 0%, GAA glycogen mod -3%, Tau ThT inhib -3%, aGlu spleen mod -6%, Tau FP inhib -2%, GAA inh -6%, HTT cytoprotect -14% and Tau fluor counter -1%.

Three compounds picked at random from those above:
Screening CSc1ccc(OC2CCN(Cc3ccccc3)CC2)cc1 returned aGal spleen mod -2%, GAA glycogen mod 5%, Tau ThT inhib -16%, aGlu spleen mod 1%, Tau FP inhib 5%, GAA inh inconclusive and Tau fluor counter -11%.
`Cc1cc(NC(=O)c2ccc(COc3ccccc3Cl)o2)no1` gave aGal spleen mod 2%, GAA glycogen mod -19%, Tau ThT inhib -9%, aGlu spleen mod 2%, Tau FP inhib -4%, GAA inh inconclusive, HTT cytoprotect -34% and Tau fluor counter -15%.
COC(=O)c1cc(Br)c(=O)n(-c2cccc(F)c2)c1 was read as aGal spleen mod -24%, GAA glycogen mod 29%, Tau ThT inhib 1%, aGlu spleen mod -21%, Tau FP inhib 0%, GAA inh 2%, HTT cytoprotect -8% and Tau fluor counter 2%.
